Screening data as filed in PubChem BioAssay.
SENP1 inh = blocks the human SENP1 SUMO protease catalytic domain | Q9P0U3 | hit rate 0.21% among 360,000 | recombinant SENP1 catalytic domain, CyPet-SUMO1-YPet FRET cleavage | inhibition, % at 10 µM;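 active means inhibition at least 30% at 10 µM, raw YFP signal under a set limit, fluorescence ratio 0.5 to 1.5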;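 further: 0% = enzyme with DMSO and 100% = no enzyme wells; some results filed as inactive read as strong as hits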
Target sequence (Q9P0U3 419-644 limits assumed): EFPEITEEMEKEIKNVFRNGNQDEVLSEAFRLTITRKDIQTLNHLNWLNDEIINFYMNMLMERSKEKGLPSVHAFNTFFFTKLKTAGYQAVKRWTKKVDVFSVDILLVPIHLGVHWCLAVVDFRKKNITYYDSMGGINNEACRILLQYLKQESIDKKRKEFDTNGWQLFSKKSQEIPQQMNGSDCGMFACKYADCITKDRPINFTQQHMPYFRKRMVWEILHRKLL
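Test system: hSENP1 catalytic domain, recombinant; Amount: 20 pM final SENP1 enzyme; Medium: Tris pH 8 buffer plus EDTA, NaCl, BME, BSA, NP40, catalase; Schedule: 50 min enzyme reaction, room temperature, light-protected; Technique: FRET fluorescence in CFP and YFP emission channels; Controls: no-enzyme wells low, DMSO-plus-enzyme wells high control.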
SENP6 inh = blocks the human protease SENP6; Q9GZR1; Recombinant SENP6 catalytic domain, aminoluciferin luminescence; inhibition, % at 10 µM; hit rate 1.8% among 330,000; AID 2599;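 active means inhibition above about 50% at the single tested dose, limit read from the data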;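 further: plate controls were DMSO wells with enzyme for no effect and DMSO wells lacking enzyme for full effect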
Target sequence (Q9GZR1 628-1112 limits assumed): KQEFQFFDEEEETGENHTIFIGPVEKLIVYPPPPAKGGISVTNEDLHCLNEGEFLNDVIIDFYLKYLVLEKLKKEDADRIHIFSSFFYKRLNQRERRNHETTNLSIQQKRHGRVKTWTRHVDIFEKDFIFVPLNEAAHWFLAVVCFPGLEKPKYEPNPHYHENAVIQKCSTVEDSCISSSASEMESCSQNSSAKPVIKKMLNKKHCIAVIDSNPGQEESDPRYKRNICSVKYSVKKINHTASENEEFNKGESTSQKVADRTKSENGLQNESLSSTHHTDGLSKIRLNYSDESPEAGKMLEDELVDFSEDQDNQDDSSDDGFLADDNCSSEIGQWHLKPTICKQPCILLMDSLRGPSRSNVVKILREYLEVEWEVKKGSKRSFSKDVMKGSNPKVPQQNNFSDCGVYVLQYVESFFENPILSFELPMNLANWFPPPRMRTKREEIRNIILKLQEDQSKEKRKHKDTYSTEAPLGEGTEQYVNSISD
PfGluPho inh = PfG6PD (Plasmodium falciparum) enzyme inhibition. PfGluPho enzyme, NADPH resazurin-diaphorase fluorescence. inhibition, % at 20 µM. hit rate 0.78% among 350,000;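 active means inhibition reaching at least a set limit at 20 µM in the primary screen, cut at about 59% in these data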;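 further: 0% = DMSO wells with substrate and 100% = DMSO wells lacking glucose-6-phosphate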
SENP8 block-1 = SENP8 (human) protease inhibition | inhibition, % at 20 µM | hit rate 0.64% among 360,000 | AID 602440 | recombinant SENP8, Nedd8 substrate fluorescence | Q96LD8; in the data active means inhibition mostly above about 40%, no sharp cut-off; inactive means mostly below about 27%
Target sequence (Q96LD8 whole entry, looked up): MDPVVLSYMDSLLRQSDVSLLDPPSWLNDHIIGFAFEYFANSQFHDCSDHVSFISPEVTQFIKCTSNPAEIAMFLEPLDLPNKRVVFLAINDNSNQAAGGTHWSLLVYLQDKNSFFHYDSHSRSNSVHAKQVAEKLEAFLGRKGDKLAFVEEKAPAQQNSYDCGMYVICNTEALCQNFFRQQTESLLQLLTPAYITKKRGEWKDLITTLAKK
SENP7 inh = SENP7 protease inhibition; recombinant SENP7, Z-RLRGG-aminoluciferin luminescence, 40 min; inhibition, % at 5 µM; hit rate 1.5% among 330,000; AID 434973;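 active means inhibition above about 50% at the single test dose, limit read from the data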;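 further: plate controls were DMSO with enzyme for no effect and no enzyme buffer wells for full effect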
SENP8 block-2 = blocks the human protease SENP8 | Q96LD8 | purified SENP8, Z-RLRGG-aminoluciferin cleavage, luminescence | inhibition, % at 10 µM | hit rate 1.2% among 330,000 | AID 2540; in the data active means inhibition above about 50%
Apaf1 inhib = human Apaf-1 inhibition | reconstituted apoptosome caspase-3 activity, DEVD-Rh110 fluorescence | hit rate 0.71% among 330,000 | inhibition, % at 20 µM | O14727 | AID 489030; active means inhibition of at least 40% at 20 µM;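 further: plate controls were DMSO wells for no effect and DEVD-CHO caspase inhibitor wells for full effect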
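System: Apoptosome proteins | Medium: Hepes pH 7.5 with detergent and BSA | Also added: Cytochrome c trigger plus (Z-DEVD)2-Rh110 caspase-3 substrate | Incubation: 30 min compound preincubation, 50 min activation, room temperature | Detection: Rhodamine 110 fluorescence at Ex 480/Em 540 nm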
HKDC1 inh = inhibitors of human hexokinase HKDC1; Q2TB90; recombinant HKDC1, G6PDH/diaphorase resazurin coupled fluorescence; inhibition, % at 20 µM; hit rate 0.16% among 340,000;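 active means inhibition above about 35% when tested at 20 µM, limit read from the data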;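 further: plate controls were DMSO wells with enzyme for no effect and DMSO wells lacking enzyme for full effect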
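Incubation: 90 min at room temperature in dark / Material: recombinant HKDC1 (HK5) hexokinase enzyme, produced in-house / Quantity: enzyme 5 µg/mL final / Compound: one dose of 20 µM, 1% DMSO / Reagent: glucose and ATP substrates / Buffer or medium: Tris pH 8.0 buffer with MgCl2, Tween-20, BSA, BME / Technique: resorufin fluorescence at 613 nm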
An asterisk follows results filed as active; i = inactive; x = no result given.

SMILES | SENP1 inh | SENP6 inh | PfGluPho inh | SENP8 block-1 | SENP7 inh | SENP8 block-2 | Apaf1 inhib | HKDC1 inh
Cc1ccc(NC(=S)NCC(C)CSc2ccc(Cl)cc2)cc1 (stereo not drawn) | 2 | -16 | -1 | 7 | 5 | 0 | 13 | -3
Cc1noc(C)c1COc1cccc(C(=O)Nc2ccccc2N2CCOCC2)c1 | 0 | -5 | -10 | 12 | -4 | -2 | -6 | -7
CCN(c1ccc(C)cc1C)S(=O)(=O)c1nnc(NC(=O)C(C)(C)C)s1 | -16 | 0 | -13 | -8 | -1 | 3 | 20 | -3
COC(=O)c1cccc(NC(=O)c2cccc(OC)c2)c1 | 0 | 85* | -3 | 38 | 84* | 65* | 4 | -1
CC(=O)c1ccc(S(=O)(=O)Nc2c(C)nn(C)c2C)cc1 | 2 | -18 | -1 | 7 | -15 | -7 | 7 | 0
Cc1ccsc1CN(C)CC(=O)NCC(=O)Nc1ccc(F)cc1 | 3 | 0 | 7 | 4 | 9 | -5 | -3 | -3
COc1ccccc1OCCSc1nnnn1-c1ccc(C)cc1 | 1 | -8 | 6 | 17 | -4 | 3 | 16 | -6
COc1ccc(C(CNC(=O)c2cccc3cccnc23)N(C)C)cc1 (stereo not drawn) | -1 | -19 | -10 | 12 | -4 | -2 | 3 | -11
CC(C)[C@H](NC(=O)[C@@H]1Cc2ccccc2CN1C(=O)OC(C)(C)C)C(=O)NCC1CCCO1 (stereo partly drawn) | 3 | 1 | -26 | 9 | 1 | 0 | 2 | 2
Cc1cc(C)cc(N(CC(=O)NCc2ccc3c(c2)OCO3)C(=O)CCC(=O)Nc2ccccn2)c1 | 2 | 7 | -12 | 25 | 8 | -2 | 12 | -3
Cc1nnc2c(N3CCN(CCO)CC3)nc3ccccc3n12 | 0 | 1 | 0 | 5 | 6 | 11 | -12 | -5
COCc1c(Br)c(C)[nH]c(=O)c1C#N | 3 | -6 | -10 | i | 6 | 1 | 3 | -5
Cc1cc(C)n(-c2ccc(C(C)C)cc2)c(=O)c1C#N | 1 | 5 | -7 | -107 | -14 | -7 | -9 | -9
O=C(c1ccccn1)N1CCN(S(=O)(=O)c2ccccc2)CC1 | 0 | -8 | -4 | 9 | -16 | -3 | -6 | -7
Cc1nccn1CC(=O)N/N=C/c1cccs1 | 2 | 5 | -14 | 19 | -1 | 10 | -11 | 2
OCCCCCN=c1cc(-c2ccccc2)oc2ccc(Cl)cc12 | -1 | -7 | 15 | 3 | -3 | -4 | -1 | -3
COCCn1nnnc1C(c1ccccc1)N1CCN(c2ccccc2)CC1 (stereo not drawn) | -2 | -22 | 7 | 21 | 1 | -3 | -1 | -1
CC(=O)Nc1ccc(SCC(=O)NNC(=O)CN(C)S(=O)(=O)c2ccc(C)cc2)cc1 | 1 | -1 | -6 | 19 | 10 | -5 | 4 | -5
CC(C)NC(=O)NNc1c(Cl)cncc1Cl | -1 | -10 | -9 | 18 | -8 | -9 | -7 | -6
CCOC(=O)CC1=C(C(=O)OCC)C(c2ccncc2)C(C#N)=C(N)O1 (stereo not drawn) | 4 | x | -6 | 11 | x | x | x | -5

Gathered by group, the compounds so far with a tert-butyl group (2)
SMILES | SENP1 inh | SENP6 inh | PfGluPho inh | SENP8 block-1 | SENP7 inh | SENP8 block-2 | Apaf1 inhib | HKDC1 inh
CCN(c1ccc(C)cc1C)S(=O)(=O)c1nnc(NC(=O)C(C)(C)C)s1 | -16 | 0 | -13 | -8 | -1 | 3 | 20 | -3
CC(C)[C@H](NC(=O)[C@@H]1Cc2ccccc2CN1C(=O)OC(C)(C)C)C(=O)NCC1CCCO1 (stereo partly drawn) | 3 | 1 | -26 | 9 | 1 | 0 | 2 | 2

Remaining list, next part
SMILES | SENP1 inh | SENP6 inh | PfGluPho inh | SENP8 block-1 | SENP7 inh | SENP8 block-2 | Apaf1 inhib | HKDC1 inh
CN1CCCN(S(=O)(=O)c2ccc(O)c(C(=O)O)c2)CC1 | 1 | 10 | -12 | -6 | -2 | 0 | 3 | 0
Cn1c(=O)n(Cc2ccc(Br)cc2)c2ccccc21 | 3 | -13 | -9 | 8 | 4 | 1 | 0 | 0
Cc1ccccc1CS(=O)(=O)CCC(=O)NCCN1CCN(c2cccc(Cl)c2)CC1 | 1 | -1 | -4 | 13 | 0 | 1 | -7 | -7
O=c1nc(SCc2cccc(C(F)(F)F)c2)nc2ccccn12 | 2 | 8 | 8 | -321 | 0 | 1 | 7 | 3
CN(C)C(=O)c1ccc(NC(=O)c2cc(-n3cnnc3)ccc2Cl)cc1 | -1 | -2 | 3 | -1 | 6 | -5 | 6 | 6
CC(/C=N/NC(=O)c1ccncc1)=C\c1ccc(C(C)C)cc1 | 1 | -26 | 2 | -25 | -7 | -12 | 1 | -8
O=C(c1cccc(S(=O)(=O)Nc2ccc(F)cc2)c1)N1CCOCC1 | -2 | 0 | 0 | 2 | -3 | 5 | -9 | -1
COc1ccc(C2C(C(C)=O)=C(O)C(=O)N2c2ccc(C)cc2)cc1 (stereo not drawn) | 2 | -10 | -10 | -33 | -6 | -1 | 2 | -5
COc1cc(NC(=O)C2CC(c3ccccc3O)=NO2)c(OC)cc1Cl (stereo not drawn) | 2 | 15 | 5 | 21 | 3 | 17 | 11 | -5
CCOC(=O)C(=CNc1ccc(-c2ccco2)c(Cl)c1)C(=O)OCC | -23 | -4 | 16 | -422 | 6 | 6 | 9 | -2
C/C(CC(=O)NC(C)c1ccccc1)=N\NC(N)=S (stereo not drawn) | 1 | 2 | 6 | 24 | 10 | -3 | -11 | -6
Oc1ccc[n+](CCCCC[n+]2cccc(O)c2)c1 | 4 | -14 | -7 | 4 | 3 | 4 | -16 | -1
O/N=C(\Cc1cscn1)c1ccc(O)cc1O | 1 | -9 | -5 | 13 | 3 | 1 | -26 | -11
Cc1ccc(C)n1-c1nn(S(=O)(=O)c2ccccc2)c2cccc(F)c12 | 2 | -9 | 7 | 21 | 0 | -9 | 8 | -3
N#CN=C1SCCS1 | 1 | -13 | -14 | 15 | -11 | -18 | 2 | -2
NC(=O)CC(NC(=O)c1cccc(Br)c1)c1ccc(NCC2CC2)c([N+](=O)[O-])c1 (stereo not drawn) | 2 | -2 | -8 | 20 | 1 | -11 | 9 | -4
OCCN=C1CCCc2c1[nH]c1ccc(Br)cc21 | 1 | -18 | -29 | 8 | 9 | 0 | 15 | -6
Cc1ccc(NC(=O)CN(C)C(=O)COC(=O)CCS(=O)(=O)c2ccc(C)cc2)cc1 | 3 | -5 | -3 | -2 | -8 | 5 | 4 | -7
CCOc1ccccc1-c1nc(-c2cccc(Br)c2)no1 | 2 | 2 | 4 | 2 | -7 | -6 | -9 | -15
COC(=O)c1c(NC(=O)CN2CCC(C(N)=O)CC2)c2c(C)cccc2n1C | 1 | -19 | -5 | -92 | 12 | -2 | -8 | -4
Cc1ccc(OCc2nc(-c3cccs3)no2)c([N+](=O)[O-])c1 | 1 | -23 | 8 | 8 | 53* | 37 | 11 | 4
Cn1c(=O)c2c(ncn2CC(=O)OCCCC(=O)c2ccc(Br)cc2)n(C)c1=O | -1 | -20 | -18 | 6 | 3 | -1 | -1 | 0
Cc1csc(C(=O)O)c1NC(=O)c1cccc([N+](=O)[O-])c1 | 0 | 15 | -12 | 21 | 2 | 0 | 1 | -6
Cc1ccc(S(=O)(=O)NCCN(CCNS(=O)(=O)c2ccc(C)cc2)S(C)(=O)=O)cc1 | 2 | 7 | 8 | 14 | -2 | -3 | 8 | -3
CCN1CCCC1CN(Cc1cc2c(C)cc(C)cc2[nH]c1=O)C(=O)NC1CCCCC1 (stereo not drawn) | -28 | -1 | -5 | -131 | -8 | -4 | -3 | 5
N/C(=N\OC(=O)Cc1ccccc1)c1ccccn1 | 5 | -6 | -2 | 26 | -12 | -8 | 4 | -2
c1cncc(-c2nn3c(Cn4nnc5ccccc54)nnc3s2)c1 | 2 | 12 | 47 | 2 | 3 | 19 | -18 | -3
O=C(c1c(Cl)nc2sccn12)N1CCN(c2cccc(Cl)c2)CC1 | 0 | 7 | -12 | 22 | 4 | -2 | 7 | -7
CC1CN(C(=O)COC(=O)[C@@H]2CC(O)CN2S(=O)(=O)c2ccc3c(c2)OCCO3)CC(C)O1 (stereo partly drawn) | 0 | 11 | -4 | 2 | 5 | 1 | -1 | -6
CC1CN(Cc2cc(=O)[nH]c(C(C)C)n2)CC(C)O1 (stereo not drawn) | 4 | -15 | -14 | 13 | -6 | -7 | -2 | -2
COCCNC(=S)N1CCC(c2nc(-c3ccc(N(C)C)cc3)no2)CC1 | 3 | 0 | -7 | -2 | -2 | -1 | -9 | 0
O=C(Nc1ccc2c(c1)CCC2)c1ncoc1-c1ccccc1F | 1 | -23 | 5 | 9 | -1 | -9 | 19 | -2
CC(Oc1cccc(Br)c1)C(=O)Nc1cccc(S(=O)(=O)N2CCOCC2)c1 (stereo not drawn) | -2 | 4 | -9 | -1 | -4 | -6 | 9 | 0
CCc1nnc(SC(C)C(=O)Nc2nccs2)n1C (stereo not drawn) | 1 | -22 | -2 | 4 | 10 | -8 | -14 | -4
COc1ccc(C(C(=O)NCC2CCCO2)N(C(=O)CNC(=O)c2cccs2)c2ccc(C)cc2)cc1OC (stereo not drawn) | 3 | 2 | -2 | 8 | -5 | -2 | 1 | -5
c1ccc(-c2ncnc3cc4n(c23)CCC4)cc1 | 1 | -7 | 12 | -160 | -4 | -4 | -1 | 1
COc1ccc(CNC(=O)COC(=O)c2ccc(Br)c(S(=O)(=O)N3CCOCC3)c2)cc1 | 2 | -26 | 14 | 5 | -5 | -8 | 17 | -1
S=c1[nH]ncn1/N=C/c1ccccc1 | 1 | -11 | 28 | 17 | 10 | -9 | 8 | 4
O=C(Nc1ccc2[nH]ncc2c1)c1ccccc1 | 2 | 20 | 7 | 1 | 2 | 8 | 3 | -3
Cc1cc(C)cc(NC(=O)CSc2nnc(Cc3cccn3C)n2-c2ccc(F)cc2)c1 | 0 | -13 | 8 | 7 | 1 | -7 | 9 | 1
COc1ccc(NC(=O)c2cc3n(n2)C(C(F)(F)F)CC(c2ccc4c(c2)OCO4)N3)cc1OC (stereo not drawn) | 15 | -8 | 12 | 8 | -3 | -9 | 4 | -3
C[C@H]1CN([C@@H](C)CO)C(=O)Cc2cc(NS(C)(=O)=O)ccc2O[C@@H]1CN(C)Cc1ccc(Cl)c(Cl)c1 | -1 | -9 | -9 | 2 | 11 | -6 | 12 | -4
Cc1sc2nc(SCC(=O)N3CCCC3)[nH]c(=O)c2c1C | 0 | 2 | 5 | 11 | 0 | -1 | 11 | 0
CCOc1ccc(C(=O)NCC2OCCc3ccccc32)cc1 (stereo not drawn) | 3 | -2 | 15 | 14 | 1 | -11 | 9 | -5
Cc1ccccc1OCCNc1cc(N2CC(C)NC(C)C2)ccc1[N+](=O)[O-] (stereo not drawn) | 3 | -22 | 10 | 25 | -4 | -7 | 56* | 5

Compound profiles, as listed above:
CCOC(=O)CC1=C(C(=O)OCC)C(c2ccncc2)C(C#N)=C(N)O1 (stereo not drawn) is listed with SENP1 inh: 4; SENP6 inh: x; PfGluPho inh: -6; SENP8 block-1: 11; SENP7 inh: x; SENP8 block-2: x; Apaf1 inhib: x; HKDC1 inh: -5
COc1ccccc1OCCSc1nnnn1-c1ccc(C)cc1 is listed with SENP1 inh: 1; SENP6 inh: -8; PfGluPho inh: 6; SENP8 block-1: 17; SENP7 inh: -4; SENP8 block-2: 3; Apaf1 inhib: 16; HKDC1 inh: -6
